PKA-R1A activ: activates the PKA-R1A holoenzyme complex | P00514+P68181 | PKA-R1A dissociation, Cy5-IP20 fluorescence polarization; scaled: DMSO 0%, 113 µM cGMP 100% | activation, % at 11.4 µM | 340,000 tested, 0.083% active;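 active = percent activation above the mean of all tested compounds plus 3 SD, cut at about 19% in these data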;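 note: higher means more PKAc released from R1A so a rise in polarization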
DAGLB inh: diacylglycerol lipase beta (human) inhibition; AID 504411; 340,000 tested, 0.059% active; Q8NCG7; inhibition, % at 5.17 µM; HEK293T DAGLB membrane lysate, EnzChek fluorogenic substrate; in the data active = inhibition above about 34%;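 note: 0% = enzyme with vehicle and 100% = wells lacking enzyme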
DSG3 Ab inh: human desmoglein-3 autoantibody binding inhibition; DSG3-coupled beads, scFv-anti-DSG3-GFP binding, flow cytometry; stronger effect = lower value; AID 588358; P32926; binding (percent of control), % at 10 µM; 310,000 tested, 0.48% active;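 active = binding more than 3 SD below its plate's average and above zero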;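 note: hits lower antibody fragment binding to DSG3; some compounds called inactive have numbers as strong as hits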
Target sequence (P32926 whole entry, looked up, the tested form may be a part): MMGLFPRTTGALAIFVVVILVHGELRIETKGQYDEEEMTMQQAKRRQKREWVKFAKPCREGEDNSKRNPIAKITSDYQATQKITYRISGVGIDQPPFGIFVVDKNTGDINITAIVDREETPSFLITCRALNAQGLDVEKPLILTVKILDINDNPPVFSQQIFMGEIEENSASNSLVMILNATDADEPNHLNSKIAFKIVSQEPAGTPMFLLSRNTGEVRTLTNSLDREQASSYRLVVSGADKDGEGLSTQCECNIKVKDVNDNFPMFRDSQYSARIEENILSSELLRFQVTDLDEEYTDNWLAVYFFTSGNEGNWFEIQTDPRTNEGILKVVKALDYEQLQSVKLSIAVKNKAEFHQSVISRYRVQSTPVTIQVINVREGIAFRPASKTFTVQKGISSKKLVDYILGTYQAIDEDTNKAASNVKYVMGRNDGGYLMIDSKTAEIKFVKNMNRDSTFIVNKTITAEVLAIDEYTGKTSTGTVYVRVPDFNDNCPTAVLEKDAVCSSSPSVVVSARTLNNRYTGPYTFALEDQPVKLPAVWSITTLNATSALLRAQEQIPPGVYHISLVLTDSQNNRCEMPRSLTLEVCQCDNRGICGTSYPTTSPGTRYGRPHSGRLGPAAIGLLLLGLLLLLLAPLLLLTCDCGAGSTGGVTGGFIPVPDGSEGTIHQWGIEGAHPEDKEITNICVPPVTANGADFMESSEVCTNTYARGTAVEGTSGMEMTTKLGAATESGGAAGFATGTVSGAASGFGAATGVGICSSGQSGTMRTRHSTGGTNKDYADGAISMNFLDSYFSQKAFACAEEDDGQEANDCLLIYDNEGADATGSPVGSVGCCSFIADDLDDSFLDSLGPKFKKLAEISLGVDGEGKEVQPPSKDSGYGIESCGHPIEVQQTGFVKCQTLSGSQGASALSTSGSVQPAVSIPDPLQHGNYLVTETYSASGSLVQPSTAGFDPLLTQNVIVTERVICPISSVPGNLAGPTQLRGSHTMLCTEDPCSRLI
HTR5A ag ctr: counter-screen for OPRM1-OPRD1 agonists: human HTR5A agonism | P47898 | HTR5A agonist assay, luminescence, cell-based | activation, % at 9.3 µM | 340,000 tested, 0.61% active; in the data active = activation mostly above about 9.5%, no sharp cut-off; inactive = mostly below about 7.6%;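 note: 0% = cells with vehicle only and 100% = reference agonist; strong numbers were not always called active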
V-ATPase pHluor: yeast V-ATPase proton transport regulation by pHLuorin; S. cerevisiae, pHLuorin cytosolic pH fluorescence; response, % at 10 µM; 350,000 tested, 0.37% active; AID 504577; in the data active = response mostly above about 7.3%, no sharp cut-off; inactive = mostly below about 5.4%; note: actives read high; inactives centre near 0; some compounds called inactive have numbers as strong as hits; reference of the scale not given here
PKA-R2B activ: activators of human PKA-R2B complex. P22694+P31323. PKA-R2B holoenzyme dissociation, Cy5-IP20 fluorescence polarization; R2B truncated from residue 108, S112A mutant; 0% DMSO only, 100% 113 µM cGMP. activation, % at 11.4 µM. 340,000 tested, 0.079% active;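 active = activation above a cutoff set at the mean over all compounds plus 3 SD, cut at about 18% in these data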;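 note: higher means more holoenzyme dissociation and a rise in polarization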
Arr AP2 block: inhibitors of human beta-arrestin and AP2 interaction | FITC-arrestin peptide / GST-AP2 beads, flow cytometry; AP2 beta2 appendage carries R879A mutation | inhibition, % at 10 µM | 340,000 tested, 0.31% active | AID 504490;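 active = inhibition above a set limit, near 3 SD of compounds lacking own fluorescence, cut at about 54% in these data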;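 note: plate controls were DMSO wells for no effect and 5 µM unlabelled arrestin peptide for full effect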
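System: GST-AP2 R879A bound to glutathione beads, E. coli-expressed. Also added: 50 nM FITC-arrestin peptide. Schedule: compound with beads 12 min RT, then probe 1 h RT. Signal: bead flow cytometry, FITC channel. Read-out basis: percent response.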
MOR-DOR inv ag: inverse agonist of human OPRM1-OPRD1 heterodimerization; P35372+P41143; cell-based MOR-DOR heterodimer luminescence, inverse agonism; inhibition, % at 9.3 µM; 340,000 tested, 0.21% active; AID 504357; in the data active = inhibition above about 22%, passing the limit was not always enough;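 note: 0% = cells with DMSO and 100% = wells without cells with DMSO; values of inactives mirror those of a sister screen read the other way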
HTR5A inv ctr: HTR5A inverse agonism, opioid heterodimer counter-screen; P47898; HTR5A cell line, luminescence; inhibition, % at 9.3 µM; 340,000 tested, 0.083% active; AID 504634; in the data active = inhibition mostly above about 23%, no sharp cut-off; inactive = mostly below about 18%;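 note: 0% = cells with DMSO and 100% = no-cell wells with DMSO; some compounds called inactive have numbers as strong as hits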
OPRM1-OPRD1 ag: OPRM1-OPRD1 heterodimerization agonism; P35372+P41143; cells, luminescence; AID 504326; activation, % at 9.3 µM; 340,000 tested, 0.3% active; in the data active = activation above about 18%;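 note: 0% = vehicle-treated cells and 100% = reference agonist; values of inactives mirror those of a sister screen read the other way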
Numbers without * were called inactive; / = no result given.

structure	PKA-R1A activ	DAGLB inh	DSG3 Ab inh	HTR5A ag ctr	V-ATPase pHluor	PKA-R2B activ	Arr AP2 block	MOR-DOR inv ag	HTR5A inv ctr	OPRM1-OPRD1 ag
O=C(CCC(=O)NCc1ccccc1)NCc1ccccc1	6	-1	101	1	1	5	31	6	-34	-1.1
CN(C)c1nc(C(N)=O)nc(N2CCOCC2)n1	-6	2	104	-1	8	-3	16	2	2	-0.6
CN(C)N=C1c2cc(S(=O)(=O)N(C)C)ccc2-c2ccc(S(=O)(=O)N(C)C)cc21	-12	11	100	7	3	-5	-5	9	22	-1.8
COc1ccc(NC(C)=O)c2nc(C)c(C)nc12	-14	1	/	-1	3	-6	8	6	-8	-1.2
COc1ccc([C@H]2C[C@H](O)[C@@H](n3cc(C4CC4)nn3)CN2C(=O)c2cccs2)cc1	3	-1	99	/	1	5	/	/	/	/
O=C(NCCc1ccccn1)/C(=C/c1ccco1)NC(=O)c1ccccc1	-10	3	94	5	5	-2	18	5	-13	-1.1
CC(=O)c1ccc(OC(C)C)c(Cc2c(O)nc(N)[nH]c2=O)c1	2	0	96	-1	1	-4	32	6	-24	-1.1
CC(=O)c1cccc(NC(=O)CNC(=O)c2sc3ccccc3c2Cl)c1	1	-4	105	7	-5	-4	19	-68	-18	11
Cc1ccc(-c2nn3c(C)nnc3s2)cc1NC(=O)c1ccc(OC(C)C)cc1	-9	1	108	-6	2	-10	15	7	16	-1.5
CCOC(=O)/C(=C/c1c[nH]c2ccccc12)NC(C)=O	9	-2	103	-2	1	7	-9	12	5	-2.3
CC(C)C(NC(=O)c1c(F)cccc1F)C(=O)NCC(c1ccccc1)N(C)C (stereo unspecified)	1	0	104	-4	-3	-6	21	10	12	-2.0
CC(=O)c1ccccc1NC(=O)COC(=O)C1CCCN1S(=O)(=O)c1ccccc1F (stereo unspecified)	8	-1	101	-1	1	11	-6	9	2	-2.2
COCCCn1cc(C(=O)c2cc(Br)ccc2O)cc(C#N)c1=O	6	-2	101	-2	1	4	17	4	5	-0.8
CN1/C(=C\C(=O)COC(=O)c2ccccc2O)C(C)(C)c2ccccc21	-8	-10	94	-1	2	-5	-9	-3	3	0.5
CC1CCCCC12NC(=O)N(CC(=O)OCC(=O)NCc1ccc(F)cc1)C2=O (stereo unspecified)	11	-2	105	-5	-1	10	15	3	13	-0.7
Cc1ccnc(NC(=O)c2cccc(S(=O)(=O)N3CCCC3)c2)c1	0	0	96	2	-4	11	60*	6	7	-1.2
COC(=O)c1cn(-c2nc(C)c3c(n2)CCC3)nn1	-2	-1	116	3	8	-3	-20	9	-8	-1.8
COc1cc(NC(=O)CN2C(=O)c3ccccc3Sc3ccc(C(=O)N4CCOCC4)cc32)cc(OC)c1OC	-3	1	101	-1	5	-1	2	1	3	-0.3
Cc1cc(C)cc(NC(=O)CSc2nc3nc(C)cc(C)c3c(=O)[nH]2)c1	5	3	97	0	-4	1	2	5	2	-1.2
Cc1ccc(N(CC(=O)NC2CCCCC2)C(=O)CNC(=O)c2ccco2)cc1F	2	-3	98	0	0	-1	-8	9	-10	-1.4
CCOc1ccc(S(=O)(=O)N/N=C2/CC(c3ccccc3)Oc3ccccc32)cc1 (stereo unspecified)	-7	-2	99	2	1	3	-10	-44	-7	8.7
COc1cccc(C(=O)COc2ccccc2-c2ccccc2)c1	4	-9	119	5	6	-9	-7	0	-12	0.1
COC(=O)c1c(N(S(C)(=O)=O)S(C)(=O)=O)sc2c1CCN(c1ncc(C(F)(F)F)cc1Cl)C2	-3	1	86	1	5	-2	12	0	-4	0.0
O=C(/C=C/NNC(=O)c1ccc(Br)cc1)c1ccccc1	0	1	102	-2	2	-6	1	-4	-11	0.6
CCCCN(CC)S(=O)(=O)c1ccc2c(c1)n(C)c(=O)c(=O)n2C	4	-2	99	4	-4	6	-1	10	16	-2.0
COCCn1c(SCC(=O)NCCc2ccccc2)nc2c([nH]c3ccccc32)c1=O	-6	2	96	-2	1	20*	-14	21	5	-4.1
Cc1ccc(COc2coc(CN3CCN(C(=O)c4ccco4)CC3)cc2=O)cc1	5	-1	103	4	-1	13	2	-8	-11	1.2
COc1ccc(OCCN2C(=O)c3ccccc3C2=O)c([N+](=O)[O-])c1	12	-1	101	2	1	7	24	8	-3	-1.2
Cn1nc(C(=O)N2CCN(c3cccc(Cl)c3)CC2)c2c1-c1ccccc1S(=O)(=O)C2	1	0	112	3	1	-6	-11	-3	-11	0.6
O=C(O)Cc1sc(-c2ccccc2)nc1-c1cccs1	-4	0	100	0	-3	0	4	1	1	-0.2
CC(C)CN(Cc1cc(=O)oc2cc3c(cc12)CCCC3)CC(C)C	3	-1	111	6	-1	-9	-5	12	-27	-2.2
O=C(CSc1ncccc1-c1nc2ccccc2[nH]1)NCc1ccco1	6	-1	102	-3	1	13	2	1	9	-0.1
CNc1nc(-c2ccc3c(c2)CCN3C(=O)c2ccccc2C)cs1	2	-1	95	-3	2	-4	-2	12	-16	-2.5
CC(C)(C)NC(=O)CSc1nnc(-c2ccncc2)n1Cc1ccccc1	-4	5	112	-1	-6	-2	6	8	-12	-1.5
CC(C)c1nnc(NC(=O)CCC(=O)N2CCN(c3ccc(Cl)cc3)CC2)s1	-10	10	107	1	-1	-12	26	-16	-4	3.0
CCOC(CCNC(=O)c1cn(CCOC)c(=O)c2c1c1ccccc1n2C)OCC	6	1	93	-4	0	7	3	10	16	-1.8
O=C(CCNC(=O)c1ccc([N+](=O)[O-])cc1)Nc1cccc(S(=O)(=O)N2CCCCCC2)c1	4	-1	104	-4	1	-1	-2	12	11	-2.8
O=C(Nc1cc(-c2ccccc2)nn1C1CCCCC1)c1ccc(Cl)cc1	-8	-19	104	8	1	-15	20	-19	-18	3.5
COCCN(CCOC)C(=O)CC(=O)N(CCOC)CCOC	2	0	103	-1	-1	-16	-3	-1	-22	0.3
Cc1cc(C)n2nc(C)c(-c3ccc(Cl)cc3)c2n1	12	-3	94	4	0	10	8	2	-14	-0.4
C#Cc1ccc([C@@H]2C=C(C(=O)OCC=C)O[C@H](OCCCCO)C2)cc1	-1	-1	/	-3	2	6	-4	9	16	-1.5
Cc1cc2c(cc1C)CSC(c1ccccc1OC(=O)C(C)C)SC2	13	-8	93	3	9	-2	3	-4	-14	0.6
O=C(CSc1nnc(CNC(=O)c2c(F)cccc2F)o1)NCc1ccc(F)cc1	-11	-3	95	0	3	12	30	9	-8	-1.8
CC(=O)N1CCc2cc(S(=O)(=O)NCCC3=CCCCC3)ccc21	16	0	110	3	-1	4	0	1	1	-0.2
Cc1nn(Cc2ccccc2Cl)c(C)c1NC(=O)c1cc(-c2ccc(F)cc2)on1	8	2	102	0	0	-7	19	-51	10	9.8
CC1CC(C)CN(C(=S)NC2CCCCC2)C1 (stereo unspecified)	-6	-1	/	4	0	7	-6	-6	15	1.3
Cc1oc2ccc(OCc3cccc(Cl)c3)cc2c1C(=O)O	0	6	94	4	-2	1	18	14	-17	-2.4
CCOc1ccc(CN(C)C(=O)c2cccc(S(=O)(=O)N3CCCC3)c2)cc1OC	0	0	100	4	-3	-6	5	12	22	-3.1
COc1ccc(/C=N/NC(=O)CC(=O)NCc2cccnc2)cc1[N+](=O)[O-]	1	-1	99	0	0	0	2	5	-5	-1.0
COc1ccccc1NC(=O)Nc1ccc(Cc2ccncc2)cc1	2	-1	114	0	-1	2	-18	7	-15	-1.5

Exported field by field: part of the list above
canonical_smiles: Cc1oc2ccc(OCc3cccc(Cl)c3)cc2c1C(=O)O
  PKA-R1A activ: 0	DAGLB inh: 6	DSG3 Ab inh: 94	HTR5A ag ctr: 4	V-ATPase pHluor: -2	PKA-R2B activ: 1	Arr AP2 block: 18	MOR-DOR inv ag: 14	HTR5A inv ctr: -17	OPRM1-OPRD1 ag: -2.4

canonical_smiles: CCOc1ccc(CN(C)C(=O)c2cccc(S(=O)(=O)N3CCCC3)c2)cc1OC
  PKA-R1A activ: 0	DAGLB inh: 0	DSG3 Ab inh: 100	HTR5A ag ctr: 4	V-ATPase pHluor: -3	PKA-R2B activ: -6	Arr AP2 block: 5	MOR-DOR inv ag: 12	HTR5A inv ctr: 22	OPRM1-OPRD1 ag: -3.1

Remaining list, next part
structure	PKA-R1A activ	DAGLB inh	DSG3 Ab inh	HTR5A ag ctr	V-ATPase pHluor	PKA-R2B activ	Arr AP2 block	MOR-DOR inv ag	HTR5A inv ctr	OPRM1-OPRD1 ag
COc1ccccc1NC(=O)Cn1cnc2c(cnn2-c2ccc(C)c(C)c2)c1=O	-9	-6	122	0	1	-6	-8	10	10	-1.9
COc1ccc(CCNC(=O)C(C(=O)c2ccccc2)n2cc(Cl)ccc2=O)cc1OC (stereo unspecified)	-12	2	96	2	-3	6	-2	18	4	-2.9
O=[N+]([O-])c1ccc(N2CCC(=NOCc3ccc(Cl)cc3)CC2)cc1	-7	-2	/	-2	1	-6	-8	2	6	-0.4
CCOc1ccc(N2C(=O)CC(N3CCC(NC(=O)Nc4ccccc4)CC3)C2=O)cc1 (stereo unspecified)	1	-2	/	-2	0	1	-1	12	4	-2.9
O=C1CCCC2=C1C(c1ccccc1)CC(=O)N2c1ccccc1 (stereo unspecified)	3	-3	/	4	4	6	-4	8	15	-1.8
O=C(CC1C(=O)NCCN1Cc1cccc(C(F)(F)F)c1)NCCCOc1cccnc1 (stereo unspecified)	-2	-2	105	1	3	-7	-10	9	5	-1.7
Cc1ccc(CC(NC(=O)c2ccc(C)cc2)C(=O)O)cc1 (stereo unspecified)	-8	-2	102	2	-1	-3	36	9	-7	-1.9
Cc1cc(NC(=O)CCSc2ccccc2)ccc1Br	4	-21	98	3	-2	-5	-2	-35	-1	6.5
CCc1ccc(N2C(=O)CC(NNc3nc4ccccc4s3)C2=O)cc1 (stereo unspecified)	-11	-1	127	5	0	-4	1	-66	-26	12
CCc1c(C)sc(NC(=O)c2cccs2)c1C(=O)OC(C)C	-12	-22	103	-2	4	1	-6	0	-12	-0.1
Cc1ccc(NC(=O)CN(C)C(=O)Cc2c[nH]c3ccccc23)cc1	2	0	/	-7	4	-3	3	10	18	-2.5
COc1cc2c(cc1OC)CN(C(=O)/C=C/c1cc(OC)c(OC)c(OC)c1)CC2	5	-3	104	8	-2	-12	-14	19	-27	-4.1
O=C(NCc1ccc2c(c1)OCO2)C1CCCN1S(=O)(=O)c1ccc(Cl)cc1 (stereo unspecified)	-17	-1	101	1	4	-1	1	0	-2	0.1
O=C(Cc1ccccc1)Nc1ccc(NC(=O)c2cccs2)c(Cl)c1	-20	-2	96	-1	-2	-7	6	8	3	-1.5
COc1cccc(/C=N/NC(=O)CNC(=O)c2cccnc2)c1O	-6	1	95	4	-1	3	11	3	-15	-0.6
CCOc1cc(/C=N\NC(=O)OC)ccc1OC(=O)c1ccco1	2	0	88	-5	3	5	37	15	8	-2.9
Cc1noc(C)c1C(=O)N1CCCC(C(=O)c2ccc(Cl)cc2)C1 (stereo unspecified)	-8	0	103	-1	0	-1	-6	16	3	-3.0
O=C(NCc1ccc2c(c1)OCO2)Nc1cccc2ccccc12	3	-1	98	-4	1	3	10	-4	11	0.8
